# 3CLpro inhibitor – SARS-CoV 3CLpro protease inhibition. actives 0.14% (n = 290,000). inhibition, % at 6 µM. recombinant SARS-CoV 3CLpro, quenched FRET peptide cleavage; in the data active = inhibition above about 12%
# UGM FP inh – inhibitors of M. tuberculosis UDP-galactopyranose mutase; P9WIQ1; purified UGM, fluorescence polarization probe displacement; inhibition, % at 10 µM; actives 0.06% (n = 320,000); in the data active = inhibition above about 10%, passing the limit was not always enough
# Target sequence (P9WIQ1 whole entry, looked up): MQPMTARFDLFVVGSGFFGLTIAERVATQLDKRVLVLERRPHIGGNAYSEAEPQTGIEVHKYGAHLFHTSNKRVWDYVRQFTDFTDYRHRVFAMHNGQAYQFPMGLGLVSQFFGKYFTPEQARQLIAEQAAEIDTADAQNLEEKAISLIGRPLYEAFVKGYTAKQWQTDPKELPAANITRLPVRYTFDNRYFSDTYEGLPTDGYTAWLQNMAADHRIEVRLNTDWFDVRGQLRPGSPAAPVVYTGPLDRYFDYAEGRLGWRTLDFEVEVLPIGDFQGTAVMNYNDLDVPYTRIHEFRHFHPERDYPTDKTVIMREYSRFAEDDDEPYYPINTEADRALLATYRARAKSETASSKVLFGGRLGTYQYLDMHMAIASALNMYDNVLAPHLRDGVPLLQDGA
# GDH-TPI inh – counter-screen for M. tuberculosis FBA inhibitors: GDH-TPI coupled enzymes. GDH-TPI coupled enzyme counterscreen, NADH absorbance. inhibition, % at 4.8 µM. actives 1.2% (n = 360,000). AID 588335; in the data active = inhibition above about 30%;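 note: 0% = DMSO wells and 100% = wells lacking the enzyme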
# MazF activator – increases E. coli MazEF RNase cleavage of RNA. FAM/BHQ RNA-DNA oligo cleavage fluorescence, 5 h. activation, % at 20 µM. actives 0.32% (n = 350,000). AID 504720; in the data active = activation above about 50%
# Target sequence (P0AE70 whole entry, looked up): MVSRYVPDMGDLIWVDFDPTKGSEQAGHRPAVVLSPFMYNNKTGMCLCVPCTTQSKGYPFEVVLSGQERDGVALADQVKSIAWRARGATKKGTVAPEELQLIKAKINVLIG
# BioA inh – BioA (M. tuberculosis) enzyme inhibition; purified M. tuberculosis BioA enzyme, plate reader; inhibition, % at 9.99 µM; actives 0.096% (n = 360,000); in the data active = inhibition above about 40%
# VHR inh abs – inhibitors of human VHR1 phosphatase (DUSP3) | P51452 | inhibition, % at 13.3 µM | actives 0.52% (n = 290,000) | recombinant VHR phosphatase, pNPP absorbance; in the data active = inhibition above about 50%; note: some compounds called inactive have numbers as strong as hits
# Target sequence (P51452 whole entry, looked up): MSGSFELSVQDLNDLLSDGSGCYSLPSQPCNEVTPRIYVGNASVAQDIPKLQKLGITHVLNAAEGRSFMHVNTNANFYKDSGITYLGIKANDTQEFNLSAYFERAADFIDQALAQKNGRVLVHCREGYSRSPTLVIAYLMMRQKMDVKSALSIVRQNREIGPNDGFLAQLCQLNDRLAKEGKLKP
# Rv3671c protease – Rv3671c (M. tuberculosis) protease inhibition; P9WHR9; inhibition, % at 5.96 µM; actives 0.048% (n = 320,000); AID 2606; in the data active = inhibition above about 38%;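 note: extracellular domain of Rv3671c used as enzyme; 0% = enzyme with DMSO and 100% = no enzyme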
# Target sequence (P9WHR9 whole entry, looked up, the tested form may be a part): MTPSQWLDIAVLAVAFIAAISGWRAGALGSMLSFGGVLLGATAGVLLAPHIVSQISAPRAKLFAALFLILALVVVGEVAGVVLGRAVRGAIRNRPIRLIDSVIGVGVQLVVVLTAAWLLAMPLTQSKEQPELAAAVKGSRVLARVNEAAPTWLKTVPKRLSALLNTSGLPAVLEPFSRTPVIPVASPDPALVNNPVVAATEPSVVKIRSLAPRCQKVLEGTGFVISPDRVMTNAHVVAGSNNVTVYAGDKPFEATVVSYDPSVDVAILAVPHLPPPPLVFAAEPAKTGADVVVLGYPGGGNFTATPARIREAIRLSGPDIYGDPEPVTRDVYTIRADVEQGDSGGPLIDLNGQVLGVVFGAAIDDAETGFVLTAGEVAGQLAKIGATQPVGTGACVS
# Mtb FBA inh – Mtb fructose-bisphosphate aldolase inhibition; inhibition, % at 1 µM; purified M. tuberculosis FBA, fluorescence read-out; actives 2.3% (n = 360,000); P9WQA3; in the data active = inhibition above about 27%;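 note: 0% = vehicle and 100% = reference inhibitor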
# BH1578 lux ind – induces V. cholerae light production without autoinducers. V. cholerae BH1578 lux reporter, luminescence, 6 h. activation, % at 18.7 µM. actives 0.16% (n = 350,000); in the data active = activation mostly above about 9.7%, no sharp cut-off; note: not every result past the cut was called active; inactives centre near 0; reference of the scale not given here
# PriA SSB inh – K. pneumoniae PriA-SSBct interaction inhibition; AlphaScreen SSBct-PriA binding, biotinylated peptide; inhibition, % at 33 µM; actives 0.6% (n = 430,000); AID 1272365; in the data active = inhibition mostly above about 37%, no sharp cut-off; inactive = mostly below about 20%;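 note: plate controls were negative control peptide for no effect and reference peptide for full effect; strong numbers were not always called active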
# * = called active by the depositor; i = inactive; x = not tested or not shown; & = joins results of further samples. Some of the compounds tested; rates above refer to the full screens.
SMILES,3CLpro inhibitor,UGM FP inh,GDH-TPI inh,MazF activator,BioA inh,VHR inh abs,Rv3671c protease,Mtb FBA inh,BH1578 lux ind,PriA SSB inh
Cc1ccc(C)c(N(C(=O)c2snc(C(N)=O)c2N)C(C(=O)NCC2CCCO2)c2cccs2)c1 (centres undefined),0.9,-1.2,0.3,0.7,0.3,14.7,-17.9,35.8*,i,-2.4
O=C(c1cc2ccccc2o1)N1CCCC1,2.2,0.2,7.0,0.5,x,18.5,-0.8,3.0,-0.3,-15.5
CCCNC(=O)COc1coc(CN2CCN(c3cccc(Cl)c3)CC2)cc1=O,3.1,-2.4,5.0,-2.4,-2.8,-5.6,-2.4,-0.9,-0.2,-6.8
Cc1cc2ncn(C(=O)c3ccc4c(c3)OCO4)c2cc1C,-1.1,0.0,6.5,8.3,1.7,-9.8,1.8,-3.7,i,-15.6
Cn1c(=O)c2c(O)cc(=O)n(-c3ccccc3)c2n(C)c1=O,-3.6,1.6,-2.6,-8.7,-1.6,50.6*,1.3,-0.7,x,-7.0
CCN1C(=O)N[C@@H](c2ccco2)C(C(=O)OC)=C1C,x,-0.1,15.0,-6.9,-6.3,x,0.8,10.1,i,-0.6
CN1CCN(C(=O)CCn2nc(-c3ccccc3)c3ccccc3c2=O)CC1,-1.0,-1.0,-6.0,-0.3,-0.3,-0.2,3.0,0.1,i,10.2
COc1cccc(CN2CC(C(=O)N(C)Cc3[nH]c4ccccc4c3C)CCC2=O)c1 (centres undefined),1.8,0.4,-2.4,8.1,4.1,-6.5,-0.5,1.6,-0.2,11.3
CC1(C)CC(=O)C=C(C(=O)N2CCCC(C(=O)c3cccc(C(F)(F)F)c3)C2)O1 (centres undefined),2.9,3.3,11.3,-7.9,-1.3,-5.6,-17.3,3.2,i,6.7
O=C(NC1CC2CCCC(C1)N2C(=O)Nc1ccc(F)cc1)c1ccccc1 (centres undefined),1.6,0.8,-0.7,8.7,1.7,18.7,-1.2,2.0,2.2,-7.7
COC(=O)c1sc(NC(=O)CSc2nc3cccnc3n2C2CCCCC2)nc1C,-5.0,3.2,-2.5,1.0,-1.6,17.0,-2.9,-0.7,-2.0,-5.6
Cc1ccc2c(CSc3nc4ccccc4c(=O)n3CCCO)cc(=O)oc2c1C,4.6,1.7,2.6,-33.3,4.2,11.3,-12.0,-5.5,-3.8,-1.7
Cc1ccc2c(c1)N(C(=O)CCC(=O)NCCCN1CC(C)CC(C)C1)CCO2 (centres undefined),-5.9,-3.6,-5.3,3.1,0.3,25.2,1.1,3.9,-0.2,2.9
CC(NC(=O)COC(=O)c1cc(=O)[nH]c2ccccc12)c1ccccc1 (centres undefined),-3.1,-1.3,1.3,4.0,x,-16.8,-0.3,1.0,-0.5,-0.8
CC(C)(C)C1CCC2(CC1)C(C#N)=C(SCC(=O)NC1CCCCC1)NC(=O)C2C#N (centres undefined),5.3,0.7,12.6,-1.1,x,10.8,-8.7,-3.9,-0.8,6.2&2.0
COc1ccc(-c2cn[nH]c2-c2ccc(OC)cc2)cc1,0.0,0.0,3.8,-5.7,5.8,19.7,8.7,4.6,-1.7,-2.8
CC1=NN(C(C#N)c2ccccc2C)C(c2ccccc2)C1 (centres undefined),-1.3,0.8,7.4,0.5,-3.1,17.8,-6.8,2.2,-0.6,-13.3
COc1ccc(NC(=O)COC(=O)c2ccc(O)cc2)c([N+](=O)[O-])c1,0.6,-2.2,6.7,-25.1,x,14.5,-0.5,3.8,-0.3,8.1
Cc1occc1-c1nnc(SCC(=O)NC2CCCC2)n1-c1ccccc1,4.9,0.4,5.2,-1.5,2.5,4.4,-4.5,-2.9,-6.2,-6.2
CCCCNC(=O)c1ccccc1SCC(=O)NC1CCCCCCC1,x,1.5,4.6,3.3,1.6,x,-0.7,0.5,-0.4,-3.2
O=C(CC1Sc2ccccc2NC1=O)NNc1cccc(Cl)c1Cl (centres undefined),x,x,7.0,-9.8,x,x,x,0.9,x,-10.5
Brc1ccc(-c2cn3ccccc3n2)s1,-8.0,-0.9,4.1,-8.1,x,39.2,1.1,3.1,-2.8,-10.8
CCOC(=O)c1ccc(NC(=O)NC2=NCCS2)cc1,x,x,5.8,2.3,x,x,x,1.8,-2.9,x
CCOC(=O)COc1ccc(/C=C2/C(=O)NN(c3ccc(F)cc3)C2=O)cc1OC,0.5,0.8,19.8,-22.4,1.0,0.1,-1.9,-1.0,-1.2,-9.0
Cn1c(SCC(=O)Nc2ccc(F)cc2F)nnc1-c1cccnc1,-0.8,-1.6,13.9,-0.4,4.6,-18.9,-1.4,2.9,-0.4,3.1
COc1ccc(OC)c(/C=N/NC(=S)NCCc2ccccc2)c1,2.5,-4.0,15.9,-7.8,-0.7,20.7,x,24.7,-0.6,x
Cc1nc(NC(=O)C23CCC(C)(C(=O)O2)C3(C)C)sc1C (centres undefined),-1.0,0.9,-4.8,-4.8,-1.2,-0.5,6.0,7.9,2.6,-7.2
Cc1ccc(NC(N)=S)cc1,2.9,-4.5,12.2,-3.8,x,-0.1,-3.1,2.1,-0.2,12.0
COc1ccc(/C=C(\C#N)C(=O)OCC(=O)N2CC(C)OC(C)C2)cc1 (centres undefined),0.3,-0.8,24.3,4.9,x,21.7,-0.9,-0.6,i,-6.7
CC(C(=O)Nc1sc2c(c1C(=O)NCC1CCCO1)CCC2)N1C(=O)c2ccccc2C1=O (centres undefined),8.0,0.6,3.0,3.3,x,9.1,-4.2,4.6,-0.4,-8.3
Cc1ccc(C)c(S(=O)(=O)N2CCN(CC(=O)Nc3cc(C)on3)CC2)c1,-1.7,-0.6,1.5,0.7,3.1,18.1,0.8,-1.2,i,-9.7
O=C1C2C3C=CC(O3)C2C(=O)N1N=Cc1ccc2c(c1)OCO2 (centres undefined),x,x,10.8,1.1,0.4,x,x,0.1,i,-6.1
CC(=O)Cc1nsc(NC(=O)c2ccccc2Cl)n1,-0.6,0.2,0.9,4.3,-3.6,-24.0,4.3,-0.3,-0.9,-9.7
O=C(OCc1ccc([N+](=O)[O-])cc1Cl)c1cnccn1,-4.8,-3.3,0.4,8.5,-0.4,8.5,-7.7,-2.1,-0.3,-2.8
Nc1nonc1C(=O)NCCNCc1ccccc1OCc1ccc(F)cc1,-1.7,-1.9,-2.1,3.6,0.1,6.2,-5.7,0.0,i,-1.7
COc1ccc(-n2c(SCC(=O)N3CCOCC3)nc(O)c(Cc3ccccc3)c2=O)cc1,1.2,-2.4,-1.2,-1.3,0.1,18.6,1.1,-0.2,x,-13.6
CC(=O)c1c(COC(=O)c2ccccc2Cl)nc2ccccc2[n+]1[O-],-0.7,-0.4,27.9,14.0,0.4,23.9,-5.3,2.3,-0.4,5.9
N#Cc1sc2nc(-c3ccccc3)cc(C(F)(F)F)c2c1N,3.3,x,-1.6,-44.8,x,-26.9,x,3.8,i,-6.7
Cn1c(=O)c(Cc2ccccc2)c(O)c2ccccc21,4.2,-0.2,8.8,1.0,-2.2,17.5,3.6,26.1,-4.2,6.0
O=C(NC1CN2CCC1CC2)c1cc(Cl)c([N+](=O)[O-])c2nc[nH]c12 (centres undefined),-0.2,-0.7,15.6,11.0,0.5,-4.8,-6.9,0.5,-0.6,1.4

# Record cards (already shown). Screens in order: 3CLpro inhibitor, UGM FP inh, GDH-TPI inh, MazF activator, BioA inh, VHR inh abs, Rv3671c protease, Mtb FBA inh, BH1578 lux ind, PriA SSB inh
# N#Cc1sc2nc(-c3ccccc3)cc(C(F)(F)F)c2c1N is entered as 3.3, x, -1.6, -44.8, x, -26.9, x, 3.8, i, -6.7
# COc1ccc(-n2c(SCC(=O)N3CCOCC3)nc(O)c(Cc3ccccc3)c2=O)cc1 is entered as 1.2, -2.4, -1.2, -1.3, 0.1, 18.6, 1.1, -0.2, x, -13.6
# Nc1nonc1C(=O)NCCNCc1ccccc1OCc1ccc(F)cc1 is entered as -1.7, -1.9, -2.1, 3.6, 0.1, 6.2, -5.7, 0.0, i, -1.7
# O=C(OCc1ccc([N+](=O)[O-])cc1Cl)c1cnccn1 is entered as -4.8, -3.3, 0.4, 8.5, -0.4, 8.5, -7.7, -2.1, -0.3, -2.8
# Cn1c(=O)c(Cc2ccccc2)c(O)c2ccccc21 is entered as 4.2, -0.2, 8.8, 1.0, -2.2, 17.5, 3.6, 26.1, -4.2, 6.0

# Continuation.
SMILES,3CLpro inhibitor,UGM FP inh,GDH-TPI inh,MazF activator,BioA inh,VHR inh abs,Rv3671c protease,Mtb FBA inh,BH1578 lux ind,PriA SSB inh
COc1ccc(NC(=O)C2C3CCC(O3)C2C(=O)O)cc1OC (centres undefined),2.8,-0.3,6.5,8.5,2.9,-0.7,-2.8,-0.1,0.9,2.2
O=C(O)CN1C(=O)/C(=C\c2cn(-c3ccccc3)nc2-c2ccccc2)SC1=S,7.5,3.3,-10.0,-25.3,-0.1,1.1,8.3,0.4,-0.3,-12.8
COc1ccc(CC(=O)OCC(=O)NC2CCCCC2)cc1,x,3.7,3.9,5.9,1.0,x,-4.4,2.5,-5.7,-9.2
O=C(Nc1ccccc1)/C(=C\c1cccs1)NC(=O)c1ccccc1,-0.6,-0.4,23.5,7.1,x,-0.3,-3.0,-1.2,-3.4,-3.8
COc1cccc(-c2cc(C(F)(F)F)nc(N3CCC(C)CC3)n2)c1,2.6,-0.3,-0.6,-0.1,-2.9,31.1,-3.7,3.6,3.7,-92.9
CCOc1cc(/C=C2\SC(=S)N(N3CCOCC3)C2=O)ccc1O,-0.4,1.8,5.2,-90.9,x,3.7,3.4,0.7,i,-3.1
Cc1ccc(C)c(NC(=S)NCc2ccccc2)c1,1.2,2.5,2.8,1.2,-0.3,14.9,2.9,0.6,-0.2,6.3
CCc1ccc(CNC(=O)CCC(=O)N2Cc3cccc(OC)c3Oc3ncccc32)cc1,-2.2,3.3,-3.1,6.9,0.1,32.7,2.1,-1.7,12.3,1.4
COc1ccc(-c2noc(N3CCC(C(=O)NCCCN4CCC(C)CC4)CC3)n2)cc1,-3.5,-1.3,1.4,7.3,0.6,40.9,-0.8,0.1,-0.3,-17.5
CCN1CCOC(CC(=O)Nc2ccc([N+](=O)[O-])cc2)C1=O (centres undefined),2.3,0.6,10.1,-5.5,x,8.4,-3.0,-1.7,-0.4,-1.7
CC(C)(C)c1nnc(NC(=O)CCC2CCCCC2)s1,x,x,9.7,6.9,-0.7,x,x,4.3,-0.3,x
C=CCN1C(=NC(=O)COc2ccc(Cl)cc2)SC2CS(=O)(=O)CC21 (centres undefined),-4.7,0.7,-9.0,0.9,0.0,16.0,2.1,0.4,-0.3,7.7
COc1cc(CNCc2ccccn2)ccc1OCc1ccccc1Cl,-0.5,-1.8,3.3,5.2,1.1,11.9,2.0,0.7,-0.3,3.3
CC(C)NC(=O)CN1CCC(c2nc3ccccc3[nH]2)CC1,-1.1,-3.9,7.6,3.3,1.4,5.5,-2.0,4.5,-2.7,-11.3
O=C(COC(=O)/C=C/c1cccc(Br)c1)NCCC1=CCCCC1,1.5,1.4,6.6,-2.5,x,-1.2,-15.8,2.7,-0.5,-2.1
c1ccc2c(c1)CCN(C1CCCCC1)C2,-4.4,2.5,2.6,-2.5,-1.4,13.4,3.2,3.9,-1.9,-6.5
CCOC(=O)N1CCN(/C=C(\C#N)c2nc3ccccc3s2)CC1,-4.0,-0.3,34.6*,10.8,x,41.4,-14.8,1.4,-0.3,-5.7
CCOC(=O)C1(c2ccccc2)NC(c2ccccc2C)C2C(=O)N(c3ccc4c(c3)OCO4)C(=O)C21 (centres undefined),2.1,-0.1,1.2,-8.2,0.3,17.8,8.4,-1.5,x,-13.9
CN(C)S(=O)(=O)c1ccc(S(=O)(=O)N2CCN(CCC#N)CC2)cc1,-2.9,1.0,12.9,-5.4,-2.2,10.8,11.9,3.7,i,-13.7
CN(CC(=O)Nc1ccccc1Cl)C(=O)c1cc(C2CC2)nn1-c1ccccc1,x,0.7,11.7,1.2,-4.8,x,-3.6,5.2,i,-2.4

# Two entries picked at random from those above, as already listed:
SMILES,3CLpro inhibitor,UGM FP inh,GDH-TPI inh,MazF activator,BioA inh,VHR inh abs,Rv3671c protease,Mtb FBA inh,BH1578 lux ind,PriA SSB inh
CN(CC(=O)Nc1ccccc1Cl)C(=O)c1cc(C2CC2)nn1-c1ccccc1,x,0.7,11.7,1.2,-4.8,x,-3.6,5.2,i,-2.4
COc1cc(CNCc2ccccn2)ccc1OCc1ccccc1Cl,-0.5,-1.8,3.3,5.2,1.1,11.9,2.0,0.7,-0.3,3.3
